# KDM5B inhibitor: blocks human KDM5B histone demethylase activity. Q9UGL1. Potency, µM (titrated, usually from 57.7 µM), for the others: at the top dose activity change, negative = inhibition, usual class: inhibitors. KDM5B demethylase, FDH-coupled NADH fluorescence (FDH is formaldehyde dehydrogenase). 220,000 compounds, 2.6% hits; active means well fitted inhibition curve with a large enough effect; inconclusive means small, poorly fitted or top-dose-only effect; inactive means no such curve, though single readings can be large or run the other way; further: 0% is about no effect; nearly all actives have a fitted effect of over 70% in size
#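 Inhibition is measured as reduced NADH fluorescence generation from FDH coupling to formaldehyde release. Truncated KDM5BΔAP at 200 nM final acts on H3K4me3 peptide (12.5 µM in substrate mix) in pH 7.5 HEPES buffer with Tween-20, 30 min, room temperature.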
# * marks the source's active call; other numbers are inactive results; i = inactive; ? = inconclusive; [ ] = another dose, or the depositor's remark. Potency means the concentration at half of the fitted maximal effect.
SMILES,KDM5B inhibitor
COc1ccccc1NC(=O)C1CCN(S(=O)(=O)c2ccc(OC)c3ncccc23)CC1,19.3%
COc1ccc(OC2CN(C(=O)c3ccccc3OC)C2)cc1,12.3%[149 µM]
COc1ccc(NS(=O)(=O)c2cc(-c3onc(C)c3C)ccc2C)c(OC)c1,?
CN(CC1CCOCC1)C(=O)c1cccc(Cl)c1,-5.7%
COc1cccc(-c2cc(C(=O)NCCc3cnc[nH]3)c3c(c2)N(C)CCO3)c1OC,28.2µM*
O=C(c1ccc(-n2cccc2)cc1)C(C(=O)C(F)(F)F)C12CC3CC(CC(C3)C1)C2 (configuration not stated),19.8%
CCc1ccc2c(COC(=O)C3=NN(C)C(=O)CC3)cc(=O)oc2c1,-21.9%
O=C(Cn1nnc(-c2cccc(C(F)(F)F)c2)n1)N1CCCC1c1ccc2c(c1)OCCO2 (configuration not stated),-3.5%
Cc1nc(/C(N)=N/OC(=O)c2cccc(Cl)c2)c(C(F)(F)F)o1,10.1%
Cc1ccc(NC(=O)c2cccc(N(C)C)c2)c(C)c1,22.6%
CCOc1ccc(N2C=Nc3ccc(OCC)cc3C2)cc1,-10.5%
S=C(NCc1ccccc1)N/N=C/c1ccccc1Br,21.9%
COc1ccc(-c2cn3nc(SCC(=O)Nc4ccccc4F)ccc3n2)cc1,?
COc1ccc(C(=O)NCc2nnc3ccc(-c4ccc(F)cc4)nn23)c(OC)c1,?
CC(=O)N1C[C@@H](C(=O)NCc2cccs2)[C@H](c2nc(C)no2)C1,22.6%

# Overlap with the part before: 2 compounds; new compounds follow.
SMILES,KDM5B inhibitor
COc1ccc(C(=O)NCc2nnc3ccc(-c4ccc(F)cc4)nn23)c(OC)c1,?
CC(=O)N1C[C@@H](C(=O)NCc2cccs2)[C@H](c2nc(C)no2)C1,22.6%
CCOc1ccc(NC(=O)C(Cc2ccccc2OC)c2nn[nH]n2)cc1 (configuration not stated),8.1%
COCCN1C(=O)C(=O)/C(=C(/O)c2ccc(S(=O)(=O)N3CCCCC3)cc2)C1c1ccc(OC)c(OC)c1 (configuration not stated),?
Clc1cccc(-n2ncc3c(NCCCn4ccnc4)ncnc32)c1,11.0%
CCc1nc(-c2c3n(c(=O)n(CC(=O)Nc4ccccc4CC)c2=O)CCCCC3)no1,17.9%
CCCc1ccc(S(=O)(=O)N2CCc3nc4cc[nH]n4c(=O)c3C2)cc1,14.1µM*
CCc1cccc2c(C(CC(=O)NCc3ccco3)c3ccc(OC)c(OC)c3)c[nH]c12 (configuration not stated),?
CCOc1ccccc1CNC(=O)c1cc(-c2ccc(OC)cc2)nc2ccc(C(C)C)cc12,-72.8%
CCCN(C)c1nccnc1OC1CCN(C(=O)C2CCOCC2)C1 (configuration not stated),-10.6%
CC(Sc1nc(C(F)(F)F)nc2ccccc12)C(=O)N1CCCC1 (configuration not stated),15.9%
CC(C)c1noc(C(C)Nc2ccc(N3CCCC3=O)c(Cl)c2)n1 (configuration not stated),13.6%
O=C(Nc1ccc(Cl)cc1)c1ccccc1OCC1CCCO1 (configuration not stated),-5.9%
CC(C)n1nc(C(=O)NC2CCN(Cc3ccccc3)C2)c2ccccc2c1=O (configuration not stated),-13.7%
O=C1CC(c2ccccc2)N(C(=O)Nc2ccccc2)CCCCCCN1 (configuration not stated),18.7%
Cc1ccc2nc(-c3ccc(NC(=O)C4CCC(C)(C(=O)O)C4(C)C)cc3)sc2c1 (configuration not stated),i
Cc1ccc(-n2c(O)c(C=Nc3ccc(S(=O)(=O)Nc4ncccn4)cc3)c3ccccc3c2=O)cc1C,?
COc1ccc(CC(=O)Nc2nonc2-c2ccc(OC(C)C)cc2)cc1,-2.6%
Cn1c(SCC(=O)Nc2ccccc2F)nc2c([nH]c3ccccc32)c1=O,-18.9%
CN(C)c1nc(N)nc(CSc2ccccc2F)n1,-12.1%
Cn1nc(C(=O)NCCc2ccccc2)c2ccccc2c1=O,-5.1%
CCCN(CCC)S(=O)(=O)c1ccc(C(=O)N2CC3CCC(CC3)C2)cc1,27.0%
CCCc1nn2c(=O)cc(COC(=O)C3CCCCC3)nc2s1,-27.6%
CCCn1c(=O)n(CCC(=O)N(C)CC(=O)Nc2cccc(F)c2)c2ccccc21,9.7%
O=C1CCC(C(=O)Nc2ccc(Cl)c(Cl)c2)N1 (configuration not stated),13.0%
CCCCn1c(=NC(=O)C(C)(C)Oc2ccc(Cl)cc2)c(C(=O)OCC)cc2c(=O)n3ccccc3nc21,?
CS(=O)(=O)N1CCCC(C(=O)N2CCN(c3ccccc3F)CC2)CCNC(=O)CC1 (configuration not stated),-10.6%
CCc1cccc(C)c1Nc1c(-c2ccccc2)nc2sccn12,?
COc1ccc(CN2CCc3c(c(=O)n4ncc(C(=O)N5CCN(c6ccc(F)cc6)CC5)c4n3C)C2)cc1,?
Cc1ccc(C2C(C#N)=C(N)Oc3cc(C)n(C)c(=O)c32)o1 (configuration not stated),?
COc1ccc(CCNC(=O)C(=O)NCC(c2cccs2)S(=O)(=O)c2cccs2)cc1 (configuration not stated),9.1%
COc1cc(NC(=O)c2nc3cc(C)c(C)cc3n(C)c2=O)cc(OC)c1OC,11.9%
NC(=O)c1ccc(COC(=O)C23CC4CC(CC(Cl)(C4)C2)C3)c([N+](=O)[O-])c1,-3.4%
Cc1ccc(C(=O)N2CCN(C(=O)c3nnn4c3COC(c3ccc(Cl)cc3)C4)CC2)c(C)c1 (configuration not stated),5.6%
COc1ccc(C(=O)Nc2nc3c(s2)C[C@@H]2[C@](C)(CO)[C@H](O)CC[C@@]2(C)[C@@H]3CC(=O)NCc2ccccc2)cc1,?
CC(=O)c1cc(-c2ccccc2)n(CCC(=O)NCc2ccc(C)cc2)c1C,-16.9%
Cc1nc(N2CCN(C(=O)Cc3ccccc3Cl)CC2)cc(C(F)(F)F)n1,-8.6%
O=C(NCC(F)(F)F)c1cc(C2CC2)nc2onc(C3CCNC3)c12 (configuration not stated),89.1µM*
Cc1nc(-c2ccncc2)ncc1C(C)Nc1ncnc(C)c1C (configuration not stated),39.9%[activator]
Cc1cc(OC(C)C(=O)Nc2ccc3nsnc3c2)ccc1Cl (configuration not stated),?
Cc1nc2c(c(-c3ccc(O)cc3)n1)CN(Cc1ccc(F)cc1)CCC2,-25.3%
O=C(Nc1nc2c(s1)CCCC2)C1CC(=O)N(c2n[nH]c3cccc(F)c23)C1 (configuration not stated),?
CCCN1CCC(NC(=O)CCc2c[nH]c3ccccc23)CC1,-11.8%
COc1ccc(C(=O)N[C@@H]2C=C[C@@H](c3c(C)nn(-c4ccc(C)c(Cl)c4)c3C)C2)cc1,?
CC(CNCc1ccco1)COc1ccc(F)cc1 (configuration not stated),?
COC(=O)[C@]1(C)N[C@H](c2cccnc2N2CCOCC2)[C@@H]2C(=O)N(C)C(=O)[C@@H]21,-7.5%
COc1ccc(-c2cn3nc(N4CCC(C(=O)NCc5ccc(F)cc5)CC4)sc3n2)cc1,0.4%
CCOC(=O)c1nn(-c2ccccc2)cc1O,5.0%
N#CC1=C(SCC(N)=O)NC(=O)CC1c1cccc2ccccc12 (configuration not stated),12.7%
Cc1ccc2nsnc2c1NC(=O)c1ccc(C#N)cc1F,-28.4%
COCCNC(=O)c1nc(-c2ccccc2)c2ccccn12,i
Cc1ccc(NC(=O)/C=C/c2ccccc2)c(Br)c1,?
Cc1ncc2n1C(=O)N(C1CCN(Cc3ccc(OC(F)(F)F)cc3)CC1)C2,-27.6%
CN1CCN(c2ccc3ncc(Nc4ccc(F)cc4)n3n2)CC1,-8.9%[86.2 µM]
Cc1c(C(=O)OC(C)C)sc(N)c1C#N,14.8%
O=C(c1cccs1)N1CCN(C(=O)c2nnn3c2COC(c2ccc(Cl)cc2)C3)CC1 (configuration not stated),27.2%
COc1ccccc1C(=O)N1CCC(Oc2ccc(C(=O)N3CCOCC3)cn2)CC1,18.2%
CSc1ccccc1C(=O)Nc1c(F)cccc1F,13.6%
Clc1ccccc1CN1CCc2nc(N3CCN(c4ncccn4)CC3)ncc2C1,?
CCOc1ccc2c(=O)c(Oc3ccc(C(=O)OC)cc3)coc2c1,24.7%
CC(C)NC(=O)c1ccc2c(c1)CCCN2C(=O)c1ccc(Cl)cc1,2.8%
Cc1nc2nc(CC(=O)Nc3ccccc3)nn2c(C)c1Cc1ccccc1Cl,23.1%

# The results go on.
SMILES,KDM5B inhibitor
NS(=O)(=O)c1ccc(NC(=O)CSc2ncccn2)cc1,31.8%[activator]
CN1CCN(c2oc(/C=C/c3cccs3)nc2C#N)CC1,?
CN(Cc1cc2n(n1)CCNC2)Cc1nc2ccsc2c(=O)[nH]1,?
CCOc1ccc(NC(=O)c2ccc(NC(=O)c3ccc4ccccc4n3)cc2)cc1,-15.6%
CC(Oc1ccc2ccccc2c1)C(=O)NNC(=O)Nc1ccccc1F (configuration not stated),-26.0%
COc1ccc(CN2CCNc3cc(-c4ccnc(C)c4)ncc3C2)cc1,-18.7%[86.2 µM]
CC(C)NC(=O)Nc1ccc([C@H]2OCC(=O)N(C)[C@@H]2CO)cc1,-3.6%[86.2 µM]
O=[S+]([O-])(c1cccs1)N1CCCN(c2nc3ncccc3o2)CC1,?
COC(=O)c1cccc(S(=O)(=O)Nc2ccc(Cl)c3cccnc23)c1,1.6%
COc1ccc(OC)c(NC(=O)N2CCN(Cc3nc4ccc(C)cc4o3)CC2)c1,3.1%
OC(c1ccccc1)c1nc(Nc2ccc3c(c2)OCO3)n[nH]1 (configuration not stated),?
COc1ccccc1Oc1ncccc1CNC(=O)c1cccnc1C,-11.3%
Cc1ccccc1CN1CCN(c2nc3c(c(=O)[nH]c(=O)n3C)n2CCC(C)C)CC1,0.9%
O=c1cc2nc(-c3ccccc3F)nc(SCc3ccc(Br)cc3)n2[nH]1,?
CCOc1ccc(CC(=O)N2CCC(Cc3nc(-c4cnccn4)no3)CC2)cc1,14.8%
COc1ccc(CCNC(=O)c2cnc3sc(N4CCCC4)nn3c2=O)cc1OC,?
O=C(c1noc2c1CCCCC2)N1CCN(C(c2ccccc2)c2ccccc2)CC1,-15.6%
CCCCS(=O)(=O)N1CCC(C2CCNC2)CC1 (configuration not stated),-0.7%
CCn1c(=O)c([N+](=O)[O-])c(N2CCN(Cc3ccc4c(c3)OCO4)CC2)c2ccccc21,-3.6%
CCCS(=O)(=O)N1CC[C@@H](CC(=O)O)[C@@H](CC2=NCCc3cc(OC)ccc32)C1,31.6µM*
c1cc(-c2cc(-c3ccncc3)c3cncn3c2)c2cc[nH]c2c1,?
COc1ccc(C)cc1NC(=O)c1c(OC)cc(=O)n2c1CCCC2,24.3%
CCCCn1c(=O)[nH]c(=O)c2c1nc(CSc1nnc(C(F)(F)F)n1C)n2CC,-9.6%
CN(CC(=O)Nc1ccccc1Cl)C(=O)c1nn(-c2ccccc2)c2c1CCC2,10.7%
O=C(NC1CCc2n[nH]c(=O)n2CC1)c1cncc(Br)c1 (configuration not stated),61.1%[activator]
FC(F)(F)c1ccc(-c2noc([C@@H]3Cc4nc[nH]c4CN3Cc3cc4ccccc4o3)n2)cc1,25.1µM*
COc1ccc(CCNC(=O)C2(c3ccc(Cl)cc3)CCOCC2)cc1,-5.6%[115 µM]
COc1cc(C(=O)Nc2ccc3nc(N4CCN(C)CC4)cc(C)c3c2)cc(OC)c1OC,-8.7%
CC(C)C(NC(=O)C(C)N1C(=O)c2ccccc2C1=O)c1ccccc1 (configuration not stated),36.1%[activator]
S=C(NN=C1CCCCCC1)NC1CCCCC1,-22.8%
COc1ccccc1CNC(=O)CN1C(=O)CCCc2ccccc21,-9.9%
Cc1cc(=O)oc2cc(CN(C)CC(C)N3CCOCC3)ccc12 (configuration not stated),-24.6%
Cc1cc(F)ccc1S(=O)(=O)NCCc1csc2nc(-c3ccc(Cl)cc3)nn12,-6.9%
O=S1(=O)c2c(cccc2N2CCSCC2)Oc2ccccc2CN1Cc1cn(Cc2cccc(C(F)(F)F)c2)nn1,?
Cc1cc(C)cc(C(=O)NCCn2c(C)cc3ccccc32)c1,8.7%
Cc1ccc(CN(C)C(=O)CSc2nc(-c3cccs3)nc3ccccc23)o1,48.5%[activator]
O=C(O)CCCNC(=O)Cc1ccccc1,38.6%[activator]
C=CCNC(=O)N[C@H]1C[C@H]2C(=O)Nc3ccc(/C=C/c4ccc(OC)cc4)cc3C(=O)N2C1,22.4µM*
O=C(C[C@H]1NC(=O)c2ccccc2NC1=O)Nc1ccc(N2CCOCC2)cc1,-22.6%
CCC(=O)Nc1ccccc1C(=O)OCc1cc(=O)n2cc(C)sc2n1,-15.6%
COC(=O)c1ccc(OCC(=O)c2ccc3c(c2)CCO3)c(OC)c1,-0.2%
COc1ccc(-c2nonc2NC(=O)c2oc3ccc(F)cc3c2C)cc1OC,19.0%
COc1ccccc1C(=O)Nc1cccc(-c2nnc3n2CCCC3)c1,9.0%
Cc1ccc(C)c(S(=O)(=O)NCC(c2ccco2)S(=O)(=O)c2ccc(F)cc2)c1 (configuration not stated),-10.0%
O=C(CSc1nc2c([nH]c3ccccc32)c(=O)n1-c1ccc(F)cc1)NCc1ccccc1,0.3%
CC[C@@H]1CC2C3CCC4=C/C(=N/O)CC[C@]4(C)C3CC[C@]2(C)[C@H]1/C(C)=N/O (some centres not stated),-10.4%

# An excerpt from above in order of their number in KDM5B inhibitor, smallest number first:
SMILES,KDM5B inhibitor
O=C(C[C@H]1NC(=O)c2ccccc2NC1=O)Nc1ccc(N2CCOCC2)cc1,-22.6%
CC[C@@H]1CC2C3CCC4=C/C(=N/O)CC[C@]4(C)C3CC[C@]2(C)[C@H]1/C(C)=N/O (some centres not stated),-10.4%
Cc1cc(F)ccc1S(=O)(=O)NCCc1csc2nc(-c3ccc(Cl)cc3)nn12,-6.9%
COC(=O)c1ccc(OCC(=O)c2ccc3c(c2)CCO3)c(OC)c1,-0.2%
COc1ccc(-c2nonc2NC(=O)c2oc3ccc(F)cc3c2C)cc1OC,19.0%

# Bioassay records: PubChem BioAssay, National Center for Advancing Translational Sciences (NCATS)

# This is a subset; count on the stated rates, not on these rows.
